Assay outcomes deposited in PubChem BioAssay by Broad Institute.
BioA inh: BioA (M. tuberculosis) enzyme inhibition; inhibition, % at 9.99 µM; 360,000 compounds, 0.096% hits; purified M. tuberculosis BioA enzyme, plate reader; in the data active = inhibition above about 40%
Starred values were filed as active, the others as inactive; & = joins results of further samples. Only part of the results is shown (hit frequency here may not be typical).

Start of the listing, in advance:
SMILES	BioA inh
C[C@@H]1CN([C@H](C)CO)C(=O)c2cc(NC(=O)Nc3ccc4c(c3)OCO4)ccc2O[C@H]1CN(C)Cc1ccc(Cl)c(Cl)c1	-0.4
C[C@@H]1CCCCO[C@@H](CN(C)C(=O)NC2CCCCC2)[C@H](C)CN([C@@H](C)CO)C(=O)c2cc(NC(=O)CCC(F)(F)F)ccc2O1	0.0
COc1ccc(S(=O)(=O)Nc2ccc3c(c2)C(=O)N([C@H](C)CO)C[C@H](C)[C@H](CN(C)C(=O)c2ccccc2)OCCCC[C@H](C)O3)cc1	0.1
COc1ccc(NC(=O)N2CCCCN3[C@H](CO)[C@H](c4ccc(C5=CCCC5)cc4)[C@@H]3C2)cc1	-0.9
C[C@@H]1CCCCO[C@@H](CN(C)C(=O)c2ccccc2)[C@@H](C)CN([C@@H](C)CO)C(=O)c2cc(NC(=O)C3CCCCC3)ccc2O1	1.3
C[C@H]1CN([C@@H](C)CO)C(=O)CCCn2cc(nn2)CO[C@H]1CN(C)Cc1ccc(C(=O)Nc2ccccc2N)cc1	-0.3

All compounds of this part, from the start:
SMILES	BioA inh
C[C@@H]1CN([C@H](C)CO)C(=O)c2cc(NC(=O)Nc3ccc4c(c3)OCO4)ccc2O[C@H]1CN(C)Cc1ccc(Cl)c(Cl)c1	-0.4
C[C@@H]1CCCCO[C@@H](CN(C)C(=O)NC2CCCCC2)[C@H](C)CN([C@@H](C)CO)C(=O)c2cc(NC(=O)CCC(F)(F)F)ccc2O1	0.0
COc1ccc(S(=O)(=O)Nc2ccc3c(c2)C(=O)N([C@H](C)CO)C[C@H](C)[C@H](CN(C)C(=O)c2ccccc2)OCCCC[C@H](C)O3)cc1	0.1
COc1ccc(NC(=O)N2CCCCN3[C@H](CO)[C@H](c4ccc(C5=CCCC5)cc4)[C@@H]3C2)cc1	-0.9
C[C@@H]1CCCCO[C@@H](CN(C)C(=O)c2ccccc2)[C@@H](C)CN([C@@H](C)CO)C(=O)c2cc(NC(=O)C3CCCCC3)ccc2O1	1.3
C[C@H]1CN([C@@H](C)CO)C(=O)CCCn2cc(nn2)CO[C@H]1CN(C)Cc1ccc(C(=O)Nc2ccccc2N)cc1	-0.3
COCC(=O)Nc1ccc2c(c1)C(=O)N(C)C[C@H](OC)[C@@H](C)CN(Cc1cccc(F)c1)[C@H](C)CO2	0.5
COCC#Cc1cnc2c(c1)C(=O)N([C@@H](C)CO)C[C@@H](C)[C@H](CN(C)C(=O)NC1CCCC1)O2	-0.5
CCCC(=O)Nc1ccc2c(c1)C(=O)N(C)C[C@@H](OC)[C@H](C)CN(C(=O)c1ccccn1)[C@@H](C)CO2	-2.6
O=C(Nc1ccccc1)[C@@H]1[C@@H](CO)[C@@H]2Cn3c(ccc(C4=CCCCC4)c3=O)[C@@H]2N1Cc1cocn1	-0.5
O=C(C[C@@H]1CC[C@H](NC(=O)NC2CCCCC2)[C@@H](CO)O1)NCc1ccc(Cl)cc1	-1.1
Cc1ccc(S(=O)(=O)Nc2ccc3c(c2)C(=O)N([C@@H](C)CO)C[C@H](C)[C@H](CN(C)C(=O)c2ccncc2)OCCCC[C@H](C)O3)cc1	-0.2
C[C@H](CO)N1C[C@H](C)[C@H](CN(C)CC2CCCCC2)OCCCC[C@H](C)Oc2ccc(NC(=O)CCCCCC(=O)Nc3ccccc3N)cc2C1=O	-0.5
COc1cccc(NC(=O)N[C@H]2C=C[C@@H](CC(=O)Nc3ccc(-c4ccccc4)cc3)O[C@@H]2CO)c1	-0.1
O=C(Nc1ccccc1)N1CCCCN2[C@H](C1)[C@H](c1ccc(C3=CCCCC3)cc1)[C@@H]2CO	-3.0
COc1cccc(NC(=O)Nc2ccc3c(c2)C(=O)N(C)C[C@@H](OC)[C@@H](C)CN[C@H](C)CO3)c1	-0.6
C[C@H](CO)N1C[C@H](C)[C@H](CN(C)C(=O)Cc2ccccn2)Oc2ncc(C#C[C@@H](C)O)cc2C1=O	-3.6
CC(C)NC(=O)N(C)C[C@H]1Oc2c(NS(C)(=O)=O)cccc2C(=O)N([C@H](C)CO)C[C@@H]1C	2.4&2.1
Cc1noc(C)c1NC(=O)Nc1cccc2c1O[C@H](CN(C)S(=O)(=O)c1cccs1)[C@H](C)CN([C@H](C)CO)C2=O	2.4
CCNC(=O)[C@@H]1[C@@H](CO)[C@@H]2Cn3c(ccc(C4=CCCC4)c3=O)[C@@H]2N1CC1CC1	-1.2
CCC(=O)N(C)C[C@H]1Oc2ncc(C3=CCCC3)cc2C(=O)N([C@H](C)CO)C[C@H]1C	1.7
C[C@@H]1CN([C@H](C)CO)C(=O)c2cccc(N(C)C)c2O[C@@H]1CN(C)S(=O)(=O)c1cn(C)cn1	-1.3
C[C@@H]1CCCCO[C@@H](CN(C)C(=O)CCC(F)(F)F)[C@H](C)CN([C@@H](C)CO)C(=O)c2cc(N(C)C)ccc2O1	-1.9
OC[C@@H]1[C@H](c2ccc(-c3ccccc3)cc2)[C@H]2CN(Cc3ccccn3)CCCCN12	0.4
O=C(C[C@@H]1C[C@@H]2c3cc(NS(=O)(=O)c4ccc(F)cc4)ccc3O[C@@H]2[C@@H](CO)O1)NCC1CC1	-0.7
COCC(=O)N[C@@H]1CC[C@H](CC(=O)NCc2ccccc2OC)O[C@H]1CO	-2.2
COc1ccc(NC(=O)N(C)C[C@@H]2OCCCC[C@@H](C)Oc3ccc(NC(=O)Nc4ccc(C(F)(F)F)cc4)cc3C(=O)N([C@H](C)CO)C[C@H]2C)cc1	-1.8
O=C(C[C@H]1C[C@H]2c3cc(NC(=O)C4CCOCC4)ccc3O[C@H]2[C@H](CO)O1)NCc1ccccc1F	-2.5
C[C@@H]1CN([C@@H](C)CO)C(=O)Cc2cc(NC(=O)Nc3ccc(C(F)(F)F)cc3)ccc2O[C@@H]1CN(C)C(=O)NC1CCCCC1	2.7
C/C=C/c1ccc2c(c1)O[C@H](CN(C)Cc1cccnc1)[C@@H](C)CN([C@H](C)CO)S2(=O)=O	1.7
C[C@@H]1CN([C@@H](C)CO)C(=O)c2cccc(NS(=O)(=O)c3ccc(Cl)cc3)c2O[C@H]1CN(C)S(=O)(=O)c1ccc(F)cc1	5.0
CO[C@@H]1CN(C)C(=O)c2cc(NS(=O)(=O)c3cccc(C)c3)ccc2OC[C@@H](C)N(C(=O)Cc2cccnc2)C[C@H]1C	0.8
C[C@@H]1CN([C@H](C)CO)C(=O)c2cc(N(C)C)ccc2O[C@@H](C)CCCCO[C@H]1CN(C)Cc1ccccc1	-0.2
O=C(CCN1CCCCC1)N[C@@H]1CC[C@H](CCn2cc(-c3cccc(F)c3)nn2)O[C@H]1CO	9.4
CC(=O)N1[C@@H](CO)[C@@H](c2ccc(-c3ccccc3)cc2)[C@@H]1CNC(=O)C1CC1	-1.9
CO[C@H]1CN(C)C(=O)c2cc(NC(=O)C3CC3)ccc2OC[C@@H](C)N(Cc2ccccc2)C[C@H]1C	1.4
C[C@@H]1CN([C@H](C)CO)C(=O)c2cc(NS(C)(=O)=O)ccc2O[C@@H]1CN(C)S(C)(=O)=O	1.2
C[C@@H]1CN([C@H](C)CO)S(=O)(=O)c2ccc(C#Cc3ccncc3)cc2O[C@H]1CN(C)C(=O)C1CCOCC1	3.5
CO[C@H]1CN(C)C(=O)c2ccc(NC(=O)Nc3ccc4c(c3)OCO4)cc2OC[C@@H](C)NC[C@@H]1C	0.2
Cc1noc(C)c1NC(=O)Nc1ccc2c(c1)C(=O)N([C@H](C)CO)C[C@H](C)[C@@H](CN(C)C(=O)C1CCCCC1)OCCCC[C@@H](C)O2	0.5
COCCNC(=O)C[C@H]1CC[C@@H]2[C@H](COC[C@H](O)CN2C(=O)c2cc(Cl)cc(Cl)c2)O1	-1.6
C[C@H]1CN([C@@H](C)CO)C(=O)Cc2cc(NC(=O)C3CC3)ccc2O[C@@H]1CN(C)S(=O)(=O)c1cn(C)cn1	-1.1
CN1CCN(C(=O)C[C@H]2C=C[C@H](NC(=O)Cc3ccccn3)[C@H](CO)O2)CC1	-5.2
CN1C(=O)c2cc(NC(=O)c3ccccc3F)ccc2OC[C@@H]2O[C@H](CC(=O)NCc3ccc4c(c3)OCO4)CC[C@H]21	-0.8
COc1ccc(NC(=O)N(C)C[C@@H]2Oc3cc(-c4ccncc4)ccc3S(=O)(=O)N([C@H](C)CO)C[C@H]2C)cc1	0.0
COc1ccc(S(=O)(=O)N(C)C[C@@H]2OCCCC[C@H](C)Oc3ccc(NS(C)(=O)=O)cc3C(=O)N([C@@H](C)CO)C[C@H]2C)cc1	2.3
C[C@@H]1CN([C@@H](C)CO)S(=O)(=O)c2ccc(-c3cccc(C(=O)N(C)C)c3)cc2O[C@H]1CN(C)C(=O)Nc1ccc(F)cc1	-0.9
C[C@@H]1CN([C@H](C)CO)C(=O)c2cc(C#CC3CCCC3)cnc2O[C@H]1CN(C)S(=O)(=O)c1cccc(F)c1	-1.9
CO[C@@H]1CC[C@@H]2CCOc3c(C#N)cccc3C(=O)N(C)[C@@H](C)C(=O)N(C)C[C@@H]1O2	-0.6
COCCNC(=O)C[C@@H]1CC[C@@H]2[C@H](COc3ccc(NC(=O)c4cc(C)on4)cc3C(=O)N2C)O1	-1.4
OC[C@H]1[C@@H](c2ccc(-c3ccccc3F)cc2)[C@@H]2CN(Cc3cccnc3)CCCCN12	-2.2
C[C@H](CO)N1C[C@H](C)[C@H](CN(C)C(=O)CCCN(C)C)OCCCC[C@H](C)Oc2ccc(NC(=O)c3ccncc3)cc2C1=O	3.3
C[C@@H]1CN([C@@H](C)CO)C(=O)c2cc(NC(=O)Nc3ccc(F)cc3)ccc2O[C@@H](C)CCCCO[C@H]1CN(C)C	-0.2
C[C@@H]1CN([C@@H](C)CO)C(=O)c2cc(NC(=O)NC3CCCCC3)ccc2O[C@@H]1CN(C)C(=O)Nc1ccc(F)cc1	-1.1
CN1C(=O)c2cc(NC(=O)Cc3cccs3)ccc2OC[C@@H]2O[C@H](CC(=O)O)CC[C@@H]21	1.0
CCCNC(=O)Nc1ccc2c(c1)C(=O)N(C)C[C@H](OC)[C@H](C)CN(Cc1cccnc1)[C@@H](C)CO2	3.2
C[C@H](CO)N1C[C@H](C)[C@H](CN(C)C(=O)c2ccncc2)Oc2ncc(C3=CCCC3)cc2C1=O	-2.8
C[C@H]1CN([C@@H](C)CO)C(=O)c2cc(-c3cccc(C#N)c3)cnc2O[C@H]1CN(C)Cc1ccccc1	15.1
O=C(C[C@@H]1C[C@@H]2c3cc(NC(=O)C4CCC4)ccc3O[C@@H]2[C@@H](CO)O1)NCc1ccccn1	0.5
O=C(NC1CCCC1)[C@H]1[C@H](CO)[C@H]2Cn3c(ccc(-c4ccc(F)cc4)c3=O)[C@@H]1N2Cc1cocn1	-0.4

Following part.
SMILES	BioA inh
O=C(C[C@@H]1C=C[C@H](NS(=O)(=O)c2cccc(F)c2)[C@H](CO)O1)NCc1ccc2c(c1)OCO2	-0.6
COCCOC(=O)N1C(=O)[C@@]2(c3cc(C#CC4(O)CCCCCC4)ccc31)[C@H](c1ccc(OCCO)cc1)N1[C@H](c3ccccc3)[C@H](c3ccccc3)OC(=O)[C@H]1[C@@H]2C(N)=O	-2.6
C[C@H]1CCCCO[C@H](CN(C)C(=O)C2CCCCC2)[C@@H](C)CN([C@@H](C)CO)C(=O)c2cc(NS(=O)(=O)c3ccc(Cl)cc3)ccc2O1	0.9
COCC#Cc1ccc2c(c1)O[C@@H](CN(C)C(=O)CN(C)C)[C@@H](C)CN([C@@H](C)CO)S2(=O)=O	-0.7
COc1ccc(S(=O)(=O)Nc2ccc3c(c2)C(=O)N([C@@H](C)CO)C[C@H](C)[C@H](CN(C)S(=O)(=O)c2ccc(C)cc2)O3)cc1	-3.1
C[C@@H]1CCCCO[C@@H](CN(C)C(=O)c2ccccc2)[C@H](C)CN([C@H](C)CO)C(=O)c2cc(NC(=O)Nc3cccc4ccccc34)ccc2O1	-2.3
Cc1ccc(S(=O)(=O)N[C@H]2CC[C@@H](CCn3cc(C4CCCCC4)nn3)O[C@@H]2CO)cc1	0.7
COCc1cn(CC[C@H]2CC[C@@H](NC(=O)c3ccccc3)[C@@H](CO)O2)nn1	-0.8
O=C(C[C@H]1CC[C@H]2[C@@H](COC[C@@H](O)CN2C(=O)c2ccccc2)O1)Nc1nccs1	-0.6
COc1ccc(S(=O)(=O)N[C@H]2CC[C@H](CC(=O)NCCc3ccccc3)O[C@@H]2CO)cc1	-2.4
CCCC#Cc1cnc2c(c1)C(=O)N([C@H](C)CO)C[C@H](C)[C@@H](CN(C)C(=O)C1CCOCC1)O2	-3.0
COc1ccccc1-c1ccc2c(c1)O[C@@H](CN(C)Cc1ccc3c(c1)OCO3)[C@@H](C)CN([C@@H](C)CO)S2(=O)=O	-0.1
Cc1ccc(S(=O)(=O)Nc2cccc3c2O[C@H](CN(C)Cc2ccc(Oc4ccccc4)cc2)[C@@H](C)CN([C@H](C)CO)C3=O)cc1	-0.2
C[C@H]1CN([C@@H](C)CO)C(=O)Cc2cc(NC(=O)c3ccncc3)ccc2O[C@@H]1CN(C)S(=O)(=O)c1cccs1	1.4
O=C(C[C@@H]1CC[C@H]2[C@@H](COC[C@@H](O)CN2CC2CC2)O1)NCc1ccc(Cl)cc1	-0.4
COc1ccccc1CNC(=O)C[C@H]1C[C@H]2c3cc(NC(=O)CC4CC4)ccc3O[C@H]2[C@H](CO)O1	3.4
COc1ccc(NC(=O)Nc2ccc3c(c2)C(=O)N([C@H](C)CO)C[C@@H](C)[C@@H](CN(C)C(=O)Nc2c(C)noc2C)O3)cc1	0.3
COc1cccc(-c2cnc3c(c2)C(=O)N([C@@H](C)CO)C[C@H](C)[C@@H](CN(C)CC2CCCC2)O3)c1	-0.2
CN1c2ccc(-c3cccc(F)c3)cc2[C@H]2[C@H](CCN2C(=O)Cc2cccnc2)[C@H]1CO	10.7

In the list so far, these contain a cyano group.
SMILES	BioA inh
CO[C@@H]1CC[C@@H]2CCOc3c(C#N)cccc3C(=O)N(C)[C@@H](C)C(=O)N(C)C[C@@H]1O2	-0.6
C[C@H]1CN([C@@H](C)CO)C(=O)c2cc(-c3cccc(C#N)c3)cnc2O[C@H]1CN(C)Cc1ccccc1	15.1
